Source: PubChem (The Scripps Research Institute Molecular Screening Center)
CHRM4 agonist = human M4 muscarinic receptor agonists, primary screen, CHO-K1 cells, Fluo-8 calcium fluorescence | CHO-K1 hM4/Gqi5; vehicle 0%, full acetylcholine response 100% | activation, % at 3 µM | 360,000 tested, 0.14% active;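 active = activation above the run mean over all test wells plus 3 SD, cut at about 32% in these data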;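 also: peak over basal fluorescence ratio per well then scaled between controls; 0% = DMSO wells and 100% = acetylcholine at EC100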
Target sequence (P08173 whole entry, looked up): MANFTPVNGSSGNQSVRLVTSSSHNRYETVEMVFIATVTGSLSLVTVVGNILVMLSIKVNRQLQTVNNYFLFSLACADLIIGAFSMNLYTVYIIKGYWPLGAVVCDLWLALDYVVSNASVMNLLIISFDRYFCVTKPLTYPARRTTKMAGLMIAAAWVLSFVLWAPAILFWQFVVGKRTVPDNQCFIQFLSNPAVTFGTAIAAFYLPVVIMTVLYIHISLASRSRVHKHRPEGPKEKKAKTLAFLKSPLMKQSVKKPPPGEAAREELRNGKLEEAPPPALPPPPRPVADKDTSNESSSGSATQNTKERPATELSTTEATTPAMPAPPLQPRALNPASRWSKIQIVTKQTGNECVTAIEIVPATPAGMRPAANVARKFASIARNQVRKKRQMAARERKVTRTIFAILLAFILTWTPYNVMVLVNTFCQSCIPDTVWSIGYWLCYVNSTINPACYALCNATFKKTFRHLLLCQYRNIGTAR
CHO-K1 Ca ag = counter-screen for M1 agonists: effect in parental CHO-K1 cells; AID 602248, 2012; 360,000 tested, 0.48% active; Fluo-8 calcium fluorescence; scaled to maximal ATP response, vehicle zero; activation, % at 3 µM; in the data active = activation above about 15%;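 also: untransfected CHO-K1 host cells lacking M1 receptor as counterscreen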
CHO parental Ca = ATP-evoked calcium signal inhibitors, parental CHO, primary screen, counter-screen for OX1R antagonist project, cell-based, fluorescence, Fluo-8 calcium dye | parental CHO-K1, ATP-induced calcium, Fluo-8 fluorescence | inhibition, % at 5.6 µM | 330,000 tested, 0.63% active | AID 463079, 2010;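 active = inhibition above that plate's mean sample inhibition plus 3 SD, cut at about 26% in these data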;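 also: 0% = ATP-challenged DMSO wells and 100% = DMSO wells without ATP; some compounds past the cut are filed as inactive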
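material = parental CHO cells | also added = ATP as calcium-mobilizing challenge | dosing = single point at 5.6 µM | detection = intracellular calcium via Fluo-8 no-wash fluorescent dye | read-out = % inhibition | benchmarks = low control ATP plus DMSO, high control DMSO only | repeats = one well per compound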
M1 ag = human M1 muscarinic receptor agonists, primary screen, Fluo-8 calcium fluorescence, CHO-K1 cells, HTS; AID 588814, 2011; activation, % at 3 µM; CHO-K1 hM1, agonist mode; 0% DMSO, 100% acetylcholine EC100; Muscarinic acetylcholine receptor M1 (Homo sapiens), P11229; 360,000 tested, 0.33% active;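 active = activation above the run's mean compound activation plus 3 SD, cut at about 16% in these data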;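 also: peak over basal fluorescence ratio within a 140 s kinetic read after compound addition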
M1 antag = human M1 muscarinic receptor antagonists, primary screen, CHO-K1 cells, Fluo-8 calcium fluorescence, 1536-well | CHO-K1 hM1, ACh EC80 antagonist | AID 588852, 2011 | inhibition, % at 3 µM | Muscarinic acetylcholine receptor M1 (Homo sapiens), P11229 | 360,000 tested, 1.3% active;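 active = percent inhibition above its own plate's cutoff, namely the mean of that plate's compound wells plus 3 SD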;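 also: peak over basal fluorescence ratio during 140 s after agonist addition; 0% = ACh EC80 plus DMSO and 100% = DMSO alone without agonist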
CHO-K1 Ca antag = nonselective inhibitor or artifact in parental CHO-K1 cells; 360,000 tested, 0.6% active; AID 602250; inhibition, % at 3 µM; ATP-induced calcium, Fluo-8 fluorescence;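 active = inhibition above a per-plate cutoff, the plate's mean sample inhibition plus 3 SD, cut at about 24% in these data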;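 also: 0% = DMSO plus EC80 ATP and 100% = DMSO alone without ATP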
M1 PAM = human M1 muscarinic receptor positive allosteric modulators, primary screen, CHO-K1 cells, Fluo-8 calcium fluorescence, 1536-well; Muscarinic acetylcholine receptor M1 (Homo sapiens), P11229; CHO-K1 hM1, ACh EC20; 0% = ACh EC20, 100% = maximal ACh; activation, % at 3 µM; 360,000 tested, 0.088% active; AID 588819, 2011; in the data active = activation above about 19%, passing the limit was not always enough
CHRM4 antagonist = human M4 muscarinic receptor antagonists, primary screen, CHO cells, Fluo-8 calcium fluorescence; CHO-hM4 cells, ACh EC80; inhibition, % at 3 µM; 360,000 tested, 0.73% active; AID 624125, 2012;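 active = inhibition above its plate's cutoff, the mean inhibition of sample wells plus 3 SD, cut at about 27% in these data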;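 also: 0% = acetylcholine EC80 with DMSO and 100% = DMSO without agonist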
OXTR potentiate = human OXTR potentiators, primary screen, fluorescence, CHO-OTR cells, Fluo-8 calcium; activation, % at 3 µM; 320,000 tested, 0.061% active; Fluo-8 calcium fluorescence, potentiator mode; 0% = oxytocin EC15, 100% = EC100; AID 2445, 2010; Oxytocin receptor (Homo sapiens), P30559;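 active = activation above that plate's cutoff, the mean activation of tested compounds plus 3 SD, cut at about 6.6% in these data, passing the limit was not always enough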;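 also: 100% uses oxytocin at 75 nM as the full agonist control; some results filed as inactive read as strong as hits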
Target sequence (P30559 whole entry, looked up): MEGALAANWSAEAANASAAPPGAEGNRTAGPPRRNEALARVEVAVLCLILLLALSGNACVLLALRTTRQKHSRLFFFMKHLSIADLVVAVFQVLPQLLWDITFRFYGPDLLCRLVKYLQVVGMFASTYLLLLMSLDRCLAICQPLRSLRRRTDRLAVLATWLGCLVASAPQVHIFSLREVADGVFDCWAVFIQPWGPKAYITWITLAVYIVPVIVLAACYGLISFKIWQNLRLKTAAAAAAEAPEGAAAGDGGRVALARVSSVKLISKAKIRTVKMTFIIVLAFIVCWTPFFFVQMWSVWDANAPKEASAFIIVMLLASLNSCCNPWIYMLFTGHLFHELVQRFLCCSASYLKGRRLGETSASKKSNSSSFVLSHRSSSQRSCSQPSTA
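Replication – single well per compound, singlicate · Assay system – CHO cell line stably expressing human OTR · Timing – 6 min pre-incubation, 100 s read · Measure – normalized max/min fluorescence ratio, % activation · Doses – 3.0 µM, one dose · Detection – Fluo-8 calcium dye fluorescence · Probe or stimulus – oxytocin near EC15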
* = called active by the depositor; / = no result given. The order is random; 2.9% or so of the library scored in one or more.

SMILES	CHRM4 agonist	CHO-K1 Ca ag	CHO parental Ca	M1 ag	M1 antag	CHO-K1 Ca antag	M1 PAM	CHRM4 antagonist	OXTR potentiate
COc1ccc(CN2C(=O)C(CC(=O)NCCc3ccccn3)CC(C(=O)N3CCCCCC3)=C2C)cc1 (stereo not given)	1	0.6	/	/	/	-26	/	-15	/
COc1cc([C@@H]2CC=C(C(=O)O)[C@H](c3ccccc3F)N2S(=O)(=O)c2ccc(C)cc2)cc(OC)c1OC	1	0.3	-17	-3	-2	-3	4	-5	1
CC(=O)c1ccc(OCCCC(=O)Nc2ccc(C)c(S(=O)(=O)N3CCOCC3)c2)cc1	7	3.0	/	-1	1	-5	-2	-3	/
COCc1ccc(C(=O)N2CCCC(N(C)CCc3ccccc3)C2)s1 (stereo not given)	1	0.2	/	-9	-5	-15	-2	-4	/
CC(C)NC(=O)c1cccc(C(F)(F)F)c1	0	0.4	-12	-5	-7	-11	3	6	0
Cn1c(NCC2CCCO2)nc2c1c(=O)n(Cc1ccccc1)c(=O)n2C (stereo not given)	2	1.5	-12	-3	-25	-15	4	-4	3
CCOc1ccc(NC(=O)Nc2ccc(Cc3ccncc3)cc2)cc1	14	4.6	-10	0	-23	-16	0	0	-3
COc1cc(C(=O)N2Cc3cc4ccccc4nc3C2C)cc(OC)c1OC (stereo not given)	7	2.6	/	1	-13	-11	2	-14	/
COc1cc(-c2cc(=O)c3c(O)cc(O)cc3o2)cc(OC)c1OC	3	0.0	/	-5	5	-1	-7	-14	/
Cc1cccc(-n2c(O)c(C=Nc3ccccc3)c3ccccc3c2=O)n1	4	8.2	-18	-2	-1	9	1	-6	0
O=C(COC(=O)Cc1c[nH]c2ccccc12)NCCc1ccccc1	2	1.9	-17	-3	-9	-6	6	-2	3
O=C(COC(=O)c1ccc(O)cc1)Nc1ccccc1[N+](=O)[O-]	4	1.9	-14	-1	15	-6	-3	2	-7
COc1ccc(C(=O)CCC(=O)N2CCN(c3ccc([N+](=O)[O-])cc3)CC2)cc1	6	6.4	4	0	-3	-5	-2	12	-7
COc1ccc(CNC(=O)C(C)N(Cc2ccco2)C(=O)c2snc(C(N)=O)c2N)cc1 (stereo not given)	12	2.7	-25	-3	-11	-11	-5	-19	-3
COc1cc(CNc2ccc(N3CCCC3)cc2)cc(Cl)c1OC	1	0.0	-1	-4	9	19	-4	1	-5
Cc1ccc(C(=O)O)cc1NC(=S)NC(=O)c1ccc(COc2ccccc2)cc1	1	1.2	7	-1	-11	-1	9	-3	-3
CCc1cccc(C)c1NC(=O)C(c1ccc(O)cc1)N1CCC1=O (stereo not given)	1	0.1	-12	-5	-7	-8	5	5	2
COc1ccc(Cn2c(=O)oc3ccccc32)cc1	0	-0.4	/	1	-10	4	15	-5	/
CCN(CC(=O)Nc1cccc(S(=O)(=O)N(C)c2ccccc2)c1)Cc1cccs1	6	1.8	-15	-2	1	0	-2	-6	-8
Cc1cc(C)n(-c2nnc(SCC(=O)NC3CCCC3)c3ccccc23)n1	1	0.2	-5	-2	-10	-6	4	1	-6
CCOC(=O)[C@@H]1[C@H]2COc3ccccc3[C@H]2N2C(=O)N(c3ccc(Br)cc3)C(=O)[C@]12C	1	0.4	-6	-2	2	-8	7	3	4
CC1CCCN(C(=O)Cn2c(=O)oc3ccccc32)C1 (stereo not given)	1	0.0	-9	-3	-3	2	3	-15	-7
COc1cccc(C2CC(c3ccccc3OC)n3ncnc3N2)c1 (stereo not given)	1	0.5	-10	-8	-2	-3	-2	8	-8
Cc1cc(C)n(-c2cc(N3CCN(C(=O)c4ccc(C(C)(C)C)cc4)CC3)ccc2[N+](=O)[O-])n1	7	3.5	-2	-4	20	1	-12	-5	-14
S=C(Nc1ccccc1)Nc1ccc2cn[nH]c2c1	0	0.4	-1	-3	-6	-12	3	-6	3
COc1cc(C(=O)O/N=C(\N)c2ccncc2)cc(OC)c1OC	1	0.1	-4	10	-23	11	15	0	8
CCCCN(C)CCNC(=O)c1cc2c(-c3cccc(OC)c3)nn(C)c2s1	4	0.5	-9	-4	-7	-7	4	-19	-2
CS(=O)(=O)c1cccc(C(=O)Nc2ccccc2Cc2ccccc2)c1	2	2.3	8	-4	-2	-11	-1	-4	-7
O=C(COC(=O)c1ccc(Br)o1)Nc1ccc(S(=O)(=O)N2CCCC2)cc1	3	1.3	-4	-3	-1	10	1	8	-5
NC(=O)CC(NC(=O)Cc1cccc2ccccc12)c1ccc(NC2CC3CCC2C3)c([N+](=O)[O-])c1 (stereo not given)	-1	-0.2	-40	4	-5	-11	19	0	-5

Copied from the list.
CC1CCCN(C(=O)Cn2c(=O)oc3ccccc32)C1 (stereo not given) in M1 ag has -3
CCOC(=O)[C@@H]1[C@H]2COc3ccccc3[C@H]2N2C(=O)N(c3ccc(Br)cc3)C(=O)[C@]12C in M1 antag has 2

More entries.
SMILES	CHRM4 agonist	CHO-K1 Ca ag	CHO parental Ca	M1 ag	M1 antag	CHO-K1 Ca antag	M1 PAM	CHRM4 antagonist	OXTR potentiate
COc1cccc(CN2CCN(Cc3ccccc3C(F)(F)F)CC2)c1	-2	0.5	-8	-6	-10	-7	-4	-1	-7
FC(F)(F)c1cccc(-c2cc3ccccc3nc2N2CCCC2)c1	0	0.3	-24	-1	-26	-14	-5	3	-11
Cc1cccnc1NC(=O)c1ccco1	1	0.9	/	-1	15	6	-5	3	/
O=C(NC(Cc1ccccc1)C(=O)N1CCCC(C(F)(F)F)C1)c1ccccc1 (stereo not given)	7	2.7	-17	-4	12	-1	-7	12	-9
O=C(CN1C(=O)NC2(CCCC2)C1=O)Nc1cccc(C(F)(F)F)c1	3	0.3	-3	-3	-4	-6	3	3	2
CCCCn1c(N)c(N(CCC(C)C)C(=O)C2CC(=O)N(Cc3ccc(C)cc3)C2)c(=O)[nH]c1=O (stereo not given)	1	0.1	-1	4	-13	5	15	-11	1
O=C1c2cc(Br)ccc2N(Cc2ccc(Br)cc2)S(=O)(=O)C1c1cc(Cl)c(Cl)cc1[N+](=O)[O-] (stereo not given)	0	0.2	-16	-9	2	-13	-5	3	-9
O=C1c2ccccc2C(=O)N1CCCCCCc1ccccc1	1	0.2	-8	-7	-9	-22	3	2	-5
COc1ccc(F)cc1CN1CCN(CC(=O)Nc2ccccc2C(=O)NC2CC2)CC1	13	8.2	-11	-3	-1	8	-1	-5	-6
Cc1nn(-c2nc3ccccc3s2)c(N)c1-c1ccc(Cl)cc1	0	0.6	-13	-1	-19	-3	1	0	-5
CSC(=NC#N)N1CCN(c2cccc(Cl)c2)CC1	3	2.2	-9	-3	-8	-12	12	5	-1
O=C(CSc1nnc2ccccn12)Nc1ccc(N2CCOCC2)cc1	1	-0.1	-5	-4	-9	5	10	-6	-6
C[C@H](CO)N1C[C@H](C)[C@H](CN(C)S(=O)(=O)c2cccs2)Oc2ncc(-c3cc4ccccc4o3)cc2C1=O	7	0.9	/	-9	-2	15	-2	-7	/
Cc1c(OCC(=O)N[C@H](C(=O)O)c2ccccc2)ccc2c3c(c(=O)oc12)CCCC3	0	-0.2	-14	-3	-17	-5	12	-2	-6
O=C(Nc1ccc(Br)cc1)c1cccc(N2C(=O)C3C4C=CC(C4)C3C2=O)c1 (stereo not given)	18	11	-18	0	12	-9	-7	-5	-8
NC(=O)c1ccc(SCC(=O)OCC(=O)NC2CCCCCCC2)c([N+](=O)[O-])c1	4	2.0	-17	-5	-22	-20	14	-5	-4
CC(C)CN(C(=O)C(c1ccccc1)c1ccccc1)c1c(N)n(CC(C)C)c(=O)[nH]c1=O	0	0.4	-7	-6	0	-12	1	7	-1
COc1cc2[nH]c(=S)n(Cc3ccc(C)cc3)c(=O)c2cc1OC	3	0.6	-16	-1	-4	-8	5	3	-5
CCCN1CCC(=O)N([C@H](CN=[N+]=[N-])CC(C)C)CC1	1	-0.3	-12	-15	8	13	-8	-4	1
O=C(CCC1CCCC1)N1CCN(C(=O)c2ccco2)CC1	0	-0.1	-13	-7	-19	-8	3	4	0
Cc1cc(C)c(C#N)c(SCC(=O)Nc2cccc(S(=O)(=O)N3CCCC3)c2)n1	2	0.9	/	-7	8	-10	-6	-17	/
COc1ccc(Nc2oc(-c3ccco3)nc2S(=O)(=O)c2ccc(F)cc2)cc1	-1	0.4	-10	-6	0	3	-6	-8	-12
CCCS(=O)(=O)NC(=O)C1(C)CCN(C(=O)c2sccc2C)C1 (stereo not given)	0	0.1	/	-2	-14	11	9	3	/
Cc1nc2ccccn2c1C(=O)NN=C1CCCC1	1	0.4	-13	-6	-7	-19	7	4	-7
O=C(O)c1ccc(NC(=O)c2cccc(S(=O)(=O)Nc3ccc(C(=O)O)cc3)c2)cc1	1	1.2	-4	-2	-8	-10	5	8	-9
CCn1cc(CCCC(=O)NCc2cccnc2)c2ccccc21	1	0.8	/	-8	0	-8	2	1	/
Cc1ccc(S(=O)(=O)N2CC(C)N(S(C)(=O)=O)C2)cc1 (stereo not given)	1	2.1	-7	-1	-14	-12	15	4	-11
O=C(Nc1cccc(-c2nnc(-c3ccccc3)o2)c1)c1ccco1	3	1.8	-9	-2	-4	-4	3	8	-25
COc1cccc(-c2cn(-c3cccc(C(F)(F)F)c3)c(=S)[nH]2)c1	3	1.2	/	-6	-4	-4	-1	-2	/
S=c1[nH]nc(C2CCCCC2)n1/N=C/c1ccccc1	0	-0.8	-21	-9	-13	5	5	2	-14
CCCc1nc(NC(=O)c2ccccc2)nc(NC(=O)c2ccccc2)n1	8	3.1	-23	-4	-3	3	-2	-7	2
CCOc1ccc(NC(=O)COC(=O)CCS(=O)(=O)c2ccc(C)cc2)cc1	2	0.3	-14	-7	0	-2	3	0	-3
CCN(CC)CCNC(=O)CCc1nn(C)c(=O)c2ccccc12	0	-0.2	-3	-5	0	-1	1	12	-15
Cc1cc(C)n2nc3ccccc3c2n1	1	0.3	-6	-4	-9	-28	7	5	-2
CC1CCc2[nH]nc(C(=O)O)c2C1 (stereo not given)	0	0.5	-10	-3	-2	-8	3	3	2
CCOC(=O)c1cccc(NC(=O)CCS(=O)(=O)c2cccc3nsnc23)c1	2	1.0	-25	-4	-5	-3	3	2	-14
COC(=O)[C@H]1C[C@H]1[C@@H](NC(=O)c1cccnc1)c1ccccc1	4	-0.1	0	13	10	-7	19	-12	-1
COc1ccccc1NC(=S)NCCSc1ccc(Cl)cc1	0	-0.4	-18	-6	-18	8	11	-10	-4
CCOC(=O)COn1c(=O)c(-c2ccccc2)[n+]([O-])c2ccccc21	0	0.4	-7	-2	-4	-2	-1	3	4
